phage Ecoli inh: E. coli growth loss with phage present. growth absorbance. inhibition, % at 11.9 µM. 360,000 tested, 0.26% active; in the data active = inhibition above about 11%
DAGLB inhibitor: diacylglycerol lipase beta (human) inhibition; HEK293T DAGLB membrane lysate, EnzChek fluorogenic substrate; 340,000 tested, 0.059% active; inhibition, % at 5.17 µM; in the data active = inhibition above about 34%;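 note: 0% = enzyme with vehicle and 100% = wells lacking enzyme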
Target sequence (Q8NCG7 whole entry, looked up): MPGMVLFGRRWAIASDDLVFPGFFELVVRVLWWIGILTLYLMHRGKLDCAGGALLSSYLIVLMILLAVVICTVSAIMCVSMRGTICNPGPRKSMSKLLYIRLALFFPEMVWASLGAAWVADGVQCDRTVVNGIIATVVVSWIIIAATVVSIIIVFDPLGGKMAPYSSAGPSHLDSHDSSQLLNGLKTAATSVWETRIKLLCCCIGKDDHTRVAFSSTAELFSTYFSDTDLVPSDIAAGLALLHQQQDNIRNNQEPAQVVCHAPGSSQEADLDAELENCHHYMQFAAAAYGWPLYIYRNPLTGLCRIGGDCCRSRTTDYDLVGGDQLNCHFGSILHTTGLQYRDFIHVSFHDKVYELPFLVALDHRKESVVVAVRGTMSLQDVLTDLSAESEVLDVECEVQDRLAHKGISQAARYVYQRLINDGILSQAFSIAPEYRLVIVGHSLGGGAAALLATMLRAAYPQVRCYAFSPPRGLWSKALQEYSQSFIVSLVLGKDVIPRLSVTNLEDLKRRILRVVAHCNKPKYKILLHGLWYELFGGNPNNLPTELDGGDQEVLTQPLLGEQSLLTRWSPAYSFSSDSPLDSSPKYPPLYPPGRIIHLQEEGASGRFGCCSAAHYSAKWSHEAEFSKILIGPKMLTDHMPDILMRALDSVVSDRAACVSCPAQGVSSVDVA
Tat transport: E. coli Tat transport inhibition. E. coli MC4100 TorA-mCherry Tat export, fluorescence. inhibition, % at 10 µM. 340,000 tested, 0.036% active. AID 488895;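 active = mean replicate inhibition at least 50% and at least half of replicates individually reaching 50%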;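 note: exported cargo escapes ClpAP degradation while cytoplasmic cargo is degraded and loses fluorescence; 0% = median of neutral control wells and 100% = median of NaSCN control wells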
CAL PDZ inh: blocks peptide binding to human CAL PDZ domain. Q9HD26. purified CAL PDZ, TMR-peptide fluorescence polarization, 1 h. inhibition, % at 20 µM. 330,000 tested, 0.02% active;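 active = highest replicate inhibition of at least 40%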;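 note: plate controls were DMSO neutral control wells for no effect and unlabeled competitor peptide control wells for full effect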
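material = purified tagged CAL PDZ domain construct (CerCALP) | compound dosing = 20 µM, one dose | times = 1 h at RT | measured by = fluorescence polarization from S- and P-plane intensities, G-factor corrected | read-out = inhibition from polarization loss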
Wnt bcat act: activates Wnt/beta-catenin signaling in a reporter cell assay | activator, plate reader | activation, % at 9.35 µM | 300,000 tested, 1.2% active | AID 743398; in the data active = activation above about 30%, passing the limit was not always enough;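 note: 0% = neutral control wells and 100% = positive control wells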
PvdQ inh: P. aeruginosa PvdQ acylase inhibition | purified PvdQ acylase, fluorescence plate reader | inhibition, % at 10 µM | 340,000 tested, 0.063% active | AID 488965; in the data active = inhibition above about 30%, passing the limit was not always enough;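 note: 0% = vehicle neutral wells and 100% = reference inhibitor wells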
Rtt109 HAT inh: blocks Candida albicans Rtt109/Vps75 acetyltransferase activity; Q5AAJ8; purified Rtt109/Vps75, ThioGlo CoA-SH fluorescence, 4 h; inhibition, % at 34.9 µM; 330,000 tested, 0.16% active; AID 540336;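 active = inhibition of at least 50% in every replicate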
Target sequence (Q5AAJ8 whole entry, looked up): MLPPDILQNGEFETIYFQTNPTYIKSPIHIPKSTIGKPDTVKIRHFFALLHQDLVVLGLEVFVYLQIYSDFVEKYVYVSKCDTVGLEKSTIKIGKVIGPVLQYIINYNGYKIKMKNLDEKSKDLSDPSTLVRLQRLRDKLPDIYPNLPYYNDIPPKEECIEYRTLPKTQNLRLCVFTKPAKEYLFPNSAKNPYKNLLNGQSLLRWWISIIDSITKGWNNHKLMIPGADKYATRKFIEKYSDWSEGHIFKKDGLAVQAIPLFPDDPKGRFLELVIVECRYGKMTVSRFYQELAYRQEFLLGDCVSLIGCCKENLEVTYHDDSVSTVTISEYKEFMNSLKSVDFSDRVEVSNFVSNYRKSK
PfHsp90 set2: reduces growth (ATP signal) of yeast expressing P. falciparum Hsp90; S. cerevisiae expressing PfHsp90, BacTiter-Glo ATP, 48 h; yeast lacking PDR1 and PDR3 efflux regulators; 310,000 tested, 0.32% active; AID 504621; inhibition, % at 9.4 µM;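 active = every replicate shows inhibition above about 80%, whatever the replicate mean, limit read from the data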;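 note: 0% = DMSO neutral controls and 100% = 20 µM radicicol positive controls; yeast relying on Plasmodium falciparum Hsp90 in place of its own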
AddAB inh: less growth of phage-infected E. coli with AddAB; E. coli expressing H. pylori AddAB, absorbance growth; inhibition, % at 11.9 µM; 330,000 tested, 0.29% active; AID 435030; in the data active = inhibition above about 12%;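 note: 0% = vehicle wells of infected cells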
E coli growth: bacterial growth inhibition, counter-screen for AddAB inhibitors. E. coli V3065 growth, OD600 absorbance, 18 h. 330,000 tested, 0.27% active. AID 449728. inhibition, % at 11.9 µM;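 active = inhibition above the campaign's mean inhibition across all tested compounds plus 3 SD, cut at about 9.9% in these data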;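 note: uninfected addAB+ strain grown without phage in ampicillin broth; 0% = DMSO wells and 100% = ciprofloxacin 0.95 µg/ml wells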
* hit, by the source's call; / = not tested or not shown.

SMILES	phage Ecoli inh	DAGLB inhibitor	Tat transport	CAL PDZ inh	Wnt bcat act	PvdQ inh	Rtt109 HAT inh	PfHsp90 set2	AddAB inh	E coli growth
Cc1ccccc1S(=O)(=O)Cc1ccc(C(=O)NCCN(C)Cc2ccccc2)o1	-2.2	-2.6	8.5	-1.7	-1.6	-1.2	-8.1	2.3	4.3	0.8
CCOC(=O)c1cnc(-c2ccccc2)[nH]c1=O	3.7	1.1	-8.0	-0.1	-1.7	19.0	-4.2	-18.5	1.2	0.1
CC1(C)CC(=O)C(C(=S)Nc2ccc(F)cc2)=C(NCCN2CCOCC2)C1	4.2	-2.5	6.0	-0.3	/	1.8	-1.6	-31.1	1.6	-1.0
O=C1C=C(c2ccc(Cl)c(C(F)(F)F)c2)C[C@@H](c2ccc3c(c2)OCO3)C1	-0.5	-19.7	-8.1	-0.2	-0.9	7.4	10.3	-13.2	1.3	0.0
O=C(COC(=O)c1cnccn1)Nc1ncc(C(F)(F)F)cc1Cl	3.0	2.1	8.8	-1.2	1.2	-4.1	0.2	23.8	1.2	0.6
N/C(=N\OC(=O)c1ccc(F)cc1)c1ccccc1	2.1	-11.1	-9.3	-3.1	/	-10.1	4.1	-2.8	1.4	1.5
CC(C)NC(=O)c1ccccc1NS(=O)(=O)c1ccc(Br)s1	2.0	5.2	3.2	0.0	0.0	-4.3	11.9	-17.3	/	/
Cn1c(=O)cc(SCC(=O)N2CCOCC2)c2ccc(Cl)cc21	2.7	0.2	-1.4	-1.5	-3.4	-5.0	6.2	/	1.1	-2.7
C=CCNC(=S)NNC(=O)C(CCCC)CC(O)COCC(C)C (stereo not drawn)	0.2	-1.9	7.9	0.9	4.9	0.0	5.4	-32.2	0.8	1.1
O=C(N/N=C/c1cccnc1)c1cccc(N2CCCC2=O)c1	2.7	-1.4	4.7	-0.3	0.0	-12.6	-5.9	0.3	3.6	1.6
O=C(/C=C/c1ccc(Cl)cc1Cl)c1nc2ccccc2[nH]1	2.3	-3.0	-8.0	-0.6	-2.7	5.0	9.5	/	3.1	0.1
COc1ccccc1N(CC(=O)NC1CCCC1)C(=O)c1oc(C(C)(C)C)cc1C	4.3	-4.7	19.5	-0.6	6.6	-6.1	23.7	6.9	2.4	-0.7
COc1ccccc1OCCn1c(=O)sc2ccccc21	3.4	-2.3	-0.2	-1.4	10.3	8.6	/	/	-0.3	-2.1
O=S(=O)(c1cccc(C(F)(F)F)c1)N1CCC(O)(c2cccnc2)CC1	2.2	1.2	1.8	-2.9	/	3.3	3.0	-6.7	0.8	0.3
CC1C=CCC2C(=O)N(c3ccccc3OC(=O)c3ccco3)C(=O)C12 (stereo not drawn)	2.6	0.1	29.5	0.3	1.9	-2.6	-4.6	-21.8	1.5	4.0
Cc1onc(-c2ccccc2Cl)c1C(=O)Nc1ccc(S(=O)(=O)NCC2CCCO2)cc1 (stereo not drawn)	3.3	-0.3	11.8	-2.9	-4.6	9.0	-2.5	-28.3	1.4	3.2
C=CCn1c(=O)c(C(=O)Nc2cc(C)ccn2)c(O)c2ccccc21	1.8	3.7	0.9	1.7	1.3	-0.1	6.4	-7.5	1.2	1.3
O=C(NNc1nc(Nc2ccccc2)nc(N2CCOCC2)n1)Nc1ccc(Cl)cc1	2.2	-4.1	-8.3	0.1	0.4	4.9	8.2	1.3	3.4	1.8
COc1ccc(C(=O)COc2ccc(C(C)=O)cc2OC)cc1OC	1.0	4.5	-4.6	0.3	0.2	-5.9	2.9	7.5	/	/
O=C(NC1CCCC1)c1cccc(S(=O)(=O)N2CCCCC2)c1	0.6	-3.7	-7.3	-0.7	-0.4	7.5	2.0	-6.6	1.1	-3.0

One compound at a time, as listed above. Screens in order: phage Ecoli inh, DAGLB inhibitor, Tat transport, CAL PDZ inh, Wnt bcat act, PvdQ inh, Rtt109 HAT inh, PfHsp90 set2, AddAB inh, E coli growth
Entry for O=C(N/N=C/c1cccnc1)c1cccc(N2CCCC2=O)c1 : 2.7, -1.4, 4.7, -0.3, 0.0, -12.6, -5.9, 0.3, 3.6, 1.6
Entry for C=CCNC(=S)NNC(=O)C(CCCC)CC(O)COCC(C)C (stereo not drawn) : 0.2, -1.9, 7.9, 0.9, 4.9, 0.0, 5.4, -32.2, 0.8, 1.1
Entry for Cc1ccccc1S(=O)(=O)Cc1ccc(C(=O)NCCN(C)Cc2ccccc2)o1 : -2.2, -2.6, 8.5, -1.7, -1.6, -1.2, -8.1, 2.3, 4.3, 0.8

Next section.
SMILES	phage Ecoli inh	DAGLB inhibitor	Tat transport	CAL PDZ inh	Wnt bcat act	PvdQ inh	Rtt109 HAT inh	PfHsp90 set2	AddAB inh	E coli growth
O=C1CCC(=O)N1c1ccc(S(=O)(=O)Nc2cccc([N+](=O)[O-])c2)cc1	0.9	1.3	9.5	-0.8	-1.1	-1.1	-10.5	-18.7	0.4	0.7
COc1cccc(C(C(=O)NC2CCCC2)N(CC2CCCO2)C(=O)Cc2cccs2)c1 (stereo not drawn)	3.0	-2.8	-3.2	0.3	0.3	-13.1	2.8	10.3	0.9	-3.0
CC(C)(C)NC(=O)CN(CCc1ccccc1)C(=O)c1csnn1	3.7	-1.0	9.3	/	-1.7	19.1	8.0	13.3	-0.7	-2.1
CSCCC(NC(=O)c1ccccc1)C(=O)Nc1ccc(NC(C)=O)cc1 (stereo not drawn)	3.3	/	/	/	-0.7	/	/	/	2.3	-0.9
CCC(C)NC(=O)c1cn(CC)c2ccc(S(=O)(=O)N3CCCCCC3)cc2c1=O (stereo not drawn)	0.2	-1.0	3.6	-2.2	16.7	3.6	13.2	9.1	1.0	1.6
Cc1nc(C(=O)NNC(=O)c2ccccc2Cl)c(C(F)(F)F)o1	-2.4	-0.4	-3.0	0.8	1.0	-15.6	-10.6	-7.1	-0.3	1.3
S=c1[nH]nc(-c2cc(-c3ccccc3)n[nH]2)n1/N=C/C(Br)=C/c1ccccc1	1.4	/	/	/	-9.7	/	/	/	10.0	-0.8
Cc1ccc(/C=N/Nc2nc(C)cc(C)n2)cc1	4.1	-1.4	-10.6	0.3	4.1	-10.2	1.6	-9.9	1.4	2.0
COc1cc(Cl)c(C)cc1NC(=O)CSc1ccc(NC(C)=O)cc1	4.6	-3.2	-2.9	-3.1	-2.6	-3.5	11.9	2.0	3.4	0.3
COCCN(C(=S)Nc1ccc(C)cc1)C(C)c1cccnc1 (stereo not drawn)	-0.3	0.1	-0.2	-2.5	5.9	-7.6	-4.4	18.6	-0.7	-0.9
O=C(Cc1ccc([N+](=O)[O-])cc1)NNC(=O)c1cccs1	1.5	-2.6	0.2	-2.4	0.0	-7.5	1.7	6.7	-1.9	0.4
O=C(OCC(=O)N1CCOCC1)c1ccccc1SCC(=O)N1CCCC1	2.3	-3.7	-1.1	-1.0	-2.2	-2.2	-12.8	7.9	1.8	1.0
CCOC(=O)C1(CCCc2ccccc2)CCN(C(=O)c2cnn(CC)c2)CC1	3.3	-2.8	2.4	-1.1	-1.8	4.0	4.2	-7.5	0.5	1.7
CCCN(C(=O)Cc1c(C(=O)O)n(C)c2ccccc12)c1cccc(C)c1	1.2	1.7	-3.9	0.0	1.8	-16.1	/	9.3	1.0	-3.1
COc1cc(C#Cc2c(-c3ccccc3)n(C)c3ccccc23)cc(OC)c1	-1.9	-15.3	-2.9	-0.7	-1.7	-27.6	-2.9	-6.3	-0.6	-1.1
O=C(CC1SCCNC1=O)Nc1cccc(C(F)(F)F)c1 (stereo not drawn)	3.8	-3.4	-4.0	-2.3	/	18.9	1.9	-0.2	2.2	2.2
O=C(OCC(=O)C12CC3CC(CC(C3)C1)C2)c1cccnc1Cl	2.3	-5.5	4.9	-0.2	-0.8	-4.0	-1.2	-0.6	0.9	2.0
COc1ccc2c(C)cc(=O)oc2c1C	0.3	-2.2	-1.5	-0.2	/	2.5	0.9	-8.9	-0.3	-1.1
Cc1cc(NN)nc(NS(=O)(=O)c2ccccc2Cl)n1	2.9	-2.3	-16.3	0.4	-0.5	-12.7	/	-11.4	1.5	0.1
CCc1cccc(CC)c1-n1c(SCn2nnc3ccccc3c2=O)nnc1-c1cccnc1	-2.9	0.1	10.6	-0.6	/	6.4	17.8	-9.3	2.1	0.9
CCc1cccc(C)c1N(C(=O)Cn1c(CO)nc2ccccc21)C(C)COC (stereo not drawn)	1.6	0.4	4.0	-1.3	/	7.2	8.6	-18.2	-1.0	-0.8
CCc1ccc(OCC(=O)NNC(=O)c2nn(CC)c(=O)c3ccccc23)cc1	0.5	-1.0	-0.3	-1.3	0.7	0.5	3.4	1.7	0.6	0.2
Cc1ccc(S(=O)(=O)Nc2ccc3[nH]c(=O)[nH]c3c2)c(C)c1	0.3	-1.2	-10.4	-1.0	0.2	5.1	1.8	-8.0	2.3	1.2
COc1ccc(C(=O)/C=C/Nc2cccc(O)c2)cc1	-0.7	0.5	0.0	-2.3	/	-12.1	6.0	/	1.6	0.8
COc1ccccc1C(=O)Nc1ccc(OCC(=O)N2CCCCC2)cc1	2.2	0.1	-5.9	-1.7	8.0	-17.4	-3.6	7.9	3.1	-1.5
CN(CC1COc2ccccc2O1)C(=O)c1cc(COc2c(F)cccc2F)on1 (stereo not drawn)	1.2	-5.1	17.2	-0.6	2.1	-1.4	8.7	9.1	0.1	4.1
COc1ccc(-c2n[nH]c(=S)n2-c2ccccc2C)cc1	2.6	2.2	-2.9	0.0	-0.8	-8.0	6.2	18.8	2.2	-0.3
O=S(=O)(c1ccc(S(=O)(=O)n2cnc3ccccc32)cc1)N1CCCCCC1	3.0	0.0	-3.6	0.3	-4.2	10.9	-0.1	0.0	0.2	0.4
COc1ccc(Nc2ncnc3sccc23)c(OC)c1	0.2	0.6	-2.9	-1.2	-4.7	1.9	10.0	11.7	2.2	-2.1
Cc1cc(Br)ccc1NC(=O)CSc1nnc(CN2CCOCC2)n1C	5.8	0.5	-3.8	0.1	-1.9	-7.0	-9.6	-2.6	2.2	1.1
CCc1cc2c(=O)c(-c3ccc4c(c3)OCCO4)coc2cc1OS(C)(=O)=O	5.8	-1.9	-5.2	-2.7	-8.4	4.3	/	-2.4	2.9	1.0
COc1ccc(/C=C/c2c([N+](=O)[O-])c(=O)n(C)c(=O)n2C)cc1O	0.9	-1.5	-4.1	-0.9	/	2.8	-6.4	-10.5	1.0	0.7
O=C(NCC1CCCN1S(=O)(=O)c1cccs1)c1ccc(F)c(F)c1 (stereo not drawn)	1.2	-0.3	-3.6	-2.5	-0.8	-5.5	-2.3	/	1.1	0.3
O=C(Nc1ccccc1)OCC(CN1CCCCC1)OC(=O)Nc1ccccc1 (stereo not drawn)	4.7	-3.9	-3.1	-1.0	-0.1	9.2	12.5	11.3	-2.2	-1.8
COc1ccc(OCC(=O)Nc2ccc(S(=O)(=O)N(C)c3ccccc3)cc2)cc1	4.8	-6.9	3.8	-3.0	-1.7	-6.0	-0.8	-6.4	/	/
Cc1c(Cc2ccccc2)c(=O)oc2c(C)c(OCC(=O)Nc3ccc(C#N)cc3)ccc12	1.2	0.5	3.4	-0.2	-4.3	-16.0	-14.9	-9.1	3.0	-0.5
CC(=O)Nc1ccc(S(=O)(=O)NCC(=O)N2CCN(S(=O)(=O)c3cccs3)CC2)cc1	2.7	-0.8	-2.6	0.1	0.2	2.5	9.0	-4.5	-0.5	1.1
S=C(Cc1ccccc1)Nc1ccccc1	-0.1	-2.6	-1.0	-1.5	-2.9	-6.0	0.5	/	/	/

Compound activity deposited in PubChem by several laboratories.
